Source: PubChem (National Center for Advancing Translational Sciences (NCATS))
USP1-UAF1 inh = USP1/UAF1 (human) deubiquitinase inhibition; O94782; recombinant USP1/UAF1, Ub-Rhodamine cleavage fluorescence; Potency, µM (series often up to 57.1 µM), for inactives: at the highest dose activity change, negative = inhibition, actives largely listed as inhibitors; 390,000 compounds, 0.23% hits; AID 743255; further: potency means the concentration at half of the fitted maximal effect; on the % scale 0 is the no-effect control and ±100 the full control effect; nearly all actives have a fitted effect of over 60% in size; inactives centre near -12
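Step one: compound is pinned into 1nM USP1/UAF1 in HEPES pH 7.8 buffer with TCEP. Step two: 15 min room-temperature incubation. Step three: Ub-Rho (150nM final) starts cleavage, tracked by fluorescence over six one-minute reads.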
GRP78 ERSR act = inducers of ER stress response in human glioma cells; U87-MG GRP78 promoter luciferase reporter, 16 h; Potency, µM, for inactives: at the highest dose activation, actives largely listed as activators; 420,000 compounds, 0.02% hits; further: potency means the concentration at half of the fitted maximal effect; series mostly up to about 76 µM; % of control where 0% means no effect; nearly all actives have a fitted effect of over 35% in size
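ERSR induction read as luciferase luminescence (Bright-Glo, 10 min at room temperature) in stably transfected human U87-MG glioma cells exposed to compounds for 16 h, using GRP78 as sensor.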
RXFP1 ag = RXFP1 (human) receptor agonism; Potency, µM (doses to about 57.5 µM), for inactives: at the top dose activation, most hits filed as activators; HEK293T-RXFP1 cAMP TR-FRET, 30 min; response scale: percent of porcine relaxin response, buffer zero; AID 2676; 370,000 compounds, 0.3% hits; Q9HBX9; further: potency means the concentration at half of the fitted maximal effect; on the % scale 0 is the no-effect control and ±100 the full control effect; nearly all actives have a fitted effect of over 60% in size; many of its hits are not listed in these tables
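HEK293T cells stably expressing RXFP1 were pretreated with the PDE4 inhibitor Ro 20174, exposed to compounds for 30 min at 37C, lysed, and cAMP was read by TR-FRET. Data normalized to buffer (basal) and 29 nM porcine relaxin (100%).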
Vif-A3G inh = Vif-A3G binding inhibition; Q9HC16; HeLa A3G-eYFP + Vif (tagged APOBEC3G with the HIV-1 protein that degrades it), YFP fluorescence, overnight; Potency, µM (highest dose often 46.1 µM), for the others: at the highest dose activity, negative = active, most hits filed as inhibitors; 410,000 compounds, 0.076% hits; AID 602310;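 further: potency means the concentration at half of the fitted maximal effect; on the % scale 0 is the no-effect control and ±100 the full control effect; nearly all actives have a fitted effect of over 60% in size; hits raise eYFP signal because A3G escapes Vif-driven loss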
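Read-out is eYFP fluorescence (Ex 488/Em 500-530) from Vif-expressing HeLa A3G-eYFP cells; more signal means A3G escaped Vif-mediated degradation. Cells plated overnight, compound pinned in, incubated overnight at 37 deg C.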
TrxR1 substrate = is turned over as a substrate by rat TrxR1. O89049. purified TrxR1 substrate turnover, NADPH consumption readout. Potency, µM (top dose mostly 114 µM), inactives show top-dose activity change, negative = substrate turnover. 390,000 compounds, 0.01% hits; further: potency means the concentration at half of the fitted maximal effect; on the % scale 0 is the no-effect control and ±100 the full control effect; nearly all actives have a fitted effect of over 50% in size
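Rat TrxR1, dispensed at 90 nM, was prereduced with 400 uM NADPH (final) for 5 min at ~22 deg C, then incubated with compound 15 min before 400 uM selenite. A first-read NADPH fluorescence drop versus no-compound background flagged substrates.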
Vif-A3F inh = inhibitors of Vif-A3F interaction; HeLa A3F-eYFP + Vif (tagged APOBEC3F with the HIV-1 protein that degrades it), YFP fluorescence increase; Potency, µM (top dose mostly 46.1 µM), inactives show top-dose activity, negative = active; 390,000 compounds, 0.2% hits; AID 602313; further: potency means the concentration at half of the fitted maximal effect; % of control where 0% means no effect; nearly all actives have a fitted effect of over 65% in size
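HeLa cells stably expressing Vif plus C-terminally eYFP-tagged A3F were seeded, incubated overnight at 37 deg C, dosed with compound, incubated overnight again at 37 deg C. Yellow fluorescence (Ex 488/Em 500-530) reported blocked Vif-mediated A3F-eYFP degradation.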
LDHA block = inhibitors of human lactate dehydrogenase A. AID 1347041. purified LDHA, NADH/diaphorase-resazurin fluorescence; stronger effect = lower value. 480,000 compounds, 0.15% hits. activity change, % (values are at about 110 or 230 µM); in the data active means activity change below about -30%; inconclusive means mostly about -25% to -30%;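 further: plate controls were DMSO wells for no effect and wells without enzyme for full effect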
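Resorufin fluorescence (ex540/em590), read at 0 and 20 min after diaphorase/resazurin addition, reports the NADH left after a 5 min room-temperature reaction of 2 nM human LDH5 with 0.06 mM NADH and 0.2 mM pyruvate.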
PI4K2A block = blocks human PI4K2A kinase activity. Q9BTU6. purified PI4K2A, ADP-Glo luminescence, 1 h; stronger effect = lower value. activity change, negative = inhibition, % at 76.9 µM. 420,000 compounds, 0.13% hits; in the data active means activity change below about -50%; inconclusive means mostly about -30% to -49%;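 further: -100% = wells without enzyme as full effect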
Target sequence (Q9BTU6 whole entry, looked up): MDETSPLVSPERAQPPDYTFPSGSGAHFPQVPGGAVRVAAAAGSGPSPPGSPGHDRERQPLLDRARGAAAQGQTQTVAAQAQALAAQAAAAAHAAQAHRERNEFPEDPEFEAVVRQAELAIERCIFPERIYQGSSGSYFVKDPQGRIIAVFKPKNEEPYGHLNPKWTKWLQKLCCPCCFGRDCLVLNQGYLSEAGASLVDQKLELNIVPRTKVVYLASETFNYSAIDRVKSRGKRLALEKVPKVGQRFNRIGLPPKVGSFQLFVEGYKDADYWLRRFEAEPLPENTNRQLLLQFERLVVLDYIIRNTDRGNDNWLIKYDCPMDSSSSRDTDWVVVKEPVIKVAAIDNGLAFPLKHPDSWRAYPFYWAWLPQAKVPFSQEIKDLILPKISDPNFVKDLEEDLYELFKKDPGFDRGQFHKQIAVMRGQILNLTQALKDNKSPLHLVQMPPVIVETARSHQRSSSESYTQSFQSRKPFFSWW
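Compounds are screened against recombinant PI4K2A using PI as substrate and ATP, the latter dispensed at 300 microM. Reactions run one hour at ambient temperature before ADP-Glo detection; full inhibition defined by wells lacking enzyme.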
mIDH1 inhibitor = human IDH1 R132H inhibition; O75874; IDH1-R132H enzyme, NADPH consumption, diaphorase/resazurin fluorescence; Potency, µM (highest dose often 76.6 µM), for inactives: top-dose activity change, negative = inhibition, actives largely listed as inhibitors; 390,000 compounds, 0.093% hits; AID 602179; further: potency means the concentration at half of the fitted maximal effect; on the % scale 0 is the no-effect control and ±100 the full control effect; nearly all actives have a fitted effect of over 65% in size
Target sequence (O75874 whole entry R132H, stated change not applied): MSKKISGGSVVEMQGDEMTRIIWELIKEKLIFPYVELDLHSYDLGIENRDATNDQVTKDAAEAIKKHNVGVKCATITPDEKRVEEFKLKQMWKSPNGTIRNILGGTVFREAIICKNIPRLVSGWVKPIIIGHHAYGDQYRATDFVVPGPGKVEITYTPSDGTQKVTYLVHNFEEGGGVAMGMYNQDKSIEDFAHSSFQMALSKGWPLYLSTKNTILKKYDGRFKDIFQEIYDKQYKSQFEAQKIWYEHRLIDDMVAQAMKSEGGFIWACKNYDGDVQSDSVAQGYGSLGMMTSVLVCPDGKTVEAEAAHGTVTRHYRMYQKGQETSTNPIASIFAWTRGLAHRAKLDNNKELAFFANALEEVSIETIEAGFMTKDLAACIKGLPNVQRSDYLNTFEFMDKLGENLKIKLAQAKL
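IDH1-R132H (0.5 ug/mL) preincubated 30 min with compound, then NADPH (0.016 mM) and alpha-KG (2 mM) added; 80 min at RT, pH 7.5. Remaining NADPH coupled via diaphorase/resazurin to fluorescence (540/590 nm); concentration-response curves normalized to no-enzyme control.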
* marks the source's active call; other numbers are inactive results; [ ] = another dose, or the depositor's remark. Unless noted, the call rests on the fitted dose curve; in most records, active means well fitted curve in the direction sought with a large enough effect; inconclusive means small, poorly fitted or top-dose-only effect, or another doubt; inactive means no such curve, though single readings can be large; an effect the other way counts as inactive or inconclusive.

`O=C(O)COc1ccc(=O)n(-c2ccccc2)n1` gave USP1-UAF1 inh -10.7%, GRP78 ERSR act -0.6%, RXFP1 ag 1.1%, Vif-A3G inh 1.9%, TrxR1 substrate 2.5%[57.1 µM], Vif-A3F inh -3.9%, LDHA block -1.4, PI4K2A block -9.1 and mIDH1 inhibitor 4.6%.
For COc1ccc(C(=O)N/N=C/C(=O)c2ccccc2)cc1 the results were USP1-UAF1 inh -20.1%, GRP78 ERSR act -6.4%, RXFP1 ag 0.2%, Vif-A3G inh -0.4%, TrxR1 substrate -4.7%, Vif-A3F inh 0.4%, LDHA block -1.8, PI4K2A block -2.3 and mIDH1 inhibitor -12.3%.
Screening CC1Oc2ccccc2N(CC(=O)NC2CCCC2)C1=O (stereo not drawn) returned USP1-UAF1 inh -17.8%, GRP78 ERSR act 3.9%, RXFP1 ag -0.7%, Vif-A3G inh 1.6%, TrxR1 substrate 2.0%, Vif-A3F inh inconclusive, LDHA block -3.1, PI4K2A block 1.3 and mIDH1 inhibitor 3.5%.
CC1CCCN(S(=O)(=O)c2ccc3c(c2)n(C)c(=O)c(=O)n3C)C1 (stereo not drawn) was read as USP1-UAF1 inh -19.9%, GRP78 ERSR act -3.3%, RXFP1 ag 5.7%, Vif-A3G inh 0.0%, TrxR1 substrate 3.4%, Vif-A3F inh 0.5%, LDHA block -7.7, PI4K2A block 0.8 and mIDH1 inhibitor 5.8%.
CC(=O)c1ccc(OCCn2c(SCC(=O)O)nc3ccccc32)cc1 was read as USP1-UAF1 inh -3.2%, GRP78 ERSR act -2.0%, RXFP1 ag 4.0%, Vif-A3G inh -1.2%, TrxR1 substrate -10.5%, Vif-A3F inh -0.7%, LDHA block -8.7, PI4K2A block 0.3 and mIDH1 inhibitor 3.3%.
Screening Cc1ccc2c(c1)c1c3n2CCN(C=O)C3CCC1 (stereo not drawn) returned USP1-UAF1 inh 1.4%, GRP78 ERSR act -1.0%, RXFP1 ag 1.2%, Vif-A3G inh -10.9%, TrxR1 substrate 2.5%, Vif-A3F inh -2.4%, LDHA block 0.8, PI4K2A block -20.2 and mIDH1 inhibitor 0.6%.
Screening CC(=O)OCCn1c2nc(=O)[nH]c(=O)c-2nc2cc(C)c(C)cc21 returned USP1-UAF1 inh 28.2µM*, GRP78 ERSR act -4.8%, RXFP1 ag inconclusive, Vif-A3G inh 12.6%, TrxR1 substrate -22.6%, Vif-A3F inh -18.6%, LDHA block 11.7, PI4K2A block -13.6 and mIDH1 inhibitor 23.2%.
Screening O=C(Nc1cccc([N+](=O)[O-])c1)c1ccc(-c2ccccc2)cc1 returned USP1-UAF1 inh -17.4%, GRP78 ERSR act -2.6%, RXFP1 ag 0.7%, Vif-A3G inh -0.5%, TrxR1 substrate -23.0%[57.1 µM], Vif-A3F inh -11.1%, LDHA block -1.9, PI4K2A block 4.7 and mIDH1 inhibitor 4.1%.
`COc1ccc(S(=O)(=O)N(C)CC(=O)NCc2cccnc2)cc1Cl` gave USP1-UAF1 inh 10.8%, GRP78 ERSR act -1.6%, RXFP1 ag -2.7%, Vif-A3G inh -2.0%, TrxR1 substrate 1.6%, Vif-A3F inh -5.6%, LDHA block 1.2, PI4K2A block 2.0 and mIDH1 inhibitor 0.8%.
For NC(=S)NN=C1C2CC3CC(C2)CC1C3 the results were USP1-UAF1 inh -9.8%, GRP78 ERSR act -2.5%, RXFP1 ag 3.7%, Vif-A3G inh -6.1%, TrxR1 substrate 2.8%, Vif-A3F inh inconclusive, LDHA block -3.3, PI4K2A block -2.5 and mIDH1 inhibitor 1.0%.
For COc1cccc(C(=O)Nc2ccccc2N2CCCC2)c1 the results were USP1-UAF1 inh -4.5%, GRP78 ERSR act -1.1%, RXFP1 ag 0.8%, Vif-A3G inh 0.2%, TrxR1 substrate 3.1%, Vif-A3F inh -4.4%, LDHA block -7.5, PI4K2A block 4.6 and mIDH1 inhibitor 0.0%.
`COCCC(=O)N1CCC(Oc2ccc(C(=O)N3CCCCC3CCO)cc2)CC1` (stereo not drawn) gave USP1-UAF1 inh -23.1%, GRP78 ERSR act -0.4%, RXFP1 ag 0.5%, Vif-A3G inh -1.5%, TrxR1 substrate 9.8%, Vif-A3F inh 5.0%, LDHA block -2.9, PI4K2A block 2.2 and mIDH1 inhibitor 3.7%.
Cc1ccccc1NC(=O)CSc1nnc(C)c2ccccc12 was read as USP1-UAF1 inh -16.2%, GRP78 ERSR act -1.2%, RXFP1 ag 8.7%, Vif-A3G inh 2.0%, TrxR1 substrate 10.3%[57.1 µM], Vif-A3F inh 10.3%, LDHA block -4.0, PI4K2A block -0.4 and mIDH1 inhibitor 4.6%.
`COc1cccc(NC(=O)c2ccc3c(SCC(=O)O)c4c(nc3c2)CCCC4)c1` gave USP1-UAF1 inh -29.0%, GRP78 ERSR act -2.2%, RXFP1 ag 6.8%, Vif-A3G inh -1.5%, TrxR1 substrate -8.0%[57.1 µM], Vif-A3F inh 6.9%, LDHA block -2.1, PI4K2A block -7.8 and mIDH1 inhibitor 0.0%.
Screening O=C(O)/C=C\c1cn(-c2ccccc2)nc1-c1cc2ccccc2o1 returned USP1-UAF1 inh -25.8%, GRP78 ERSR act 2.9%, RXFP1 ag 1.8%, Vif-A3G inh -5.3%, TrxR1 substrate 193.8%, Vif-A3F inh 1.8%, LDHA block -0.1, PI4K2A block 0.2 and mIDH1 inhibitor 10.4%.

4 entries out of the list, arranged by length of the SMILES, high to low.
`COc1cccc(NC(=O)c2ccc3c(SCC(=O)O)c4c(nc3c2)CCCC4)c1` gave USP1-UAF1 inh -29.0%, GRP78 ERSR act -2.2%, RXFP1 ag 6.8%, Vif-A3G inh -1.5%, TrxR1 substrate -8.0%[57.1 µM], Vif-A3F inh 6.9%, LDHA block -2.1, PI4K2A block -7.8 and mIDH1 inhibitor 0.0%.
Screening O=C(Nc1cccc([N+](=O)[O-])c1)c1ccc(-c2ccccc2)cc1 returned USP1-UAF1 inh -17.4%, GRP78 ERSR act -2.6%, RXFP1 ag 0.7%, Vif-A3G inh -0.5%, TrxR1 substrate -23.0%[57.1 µM], Vif-A3F inh -11.1%, LDHA block -1.9, PI4K2A block 4.7 and mIDH1 inhibitor 4.1%.
`COc1ccc(S(=O)(=O)N(C)CC(=O)NCc2cccnc2)cc1Cl` gave USP1-UAF1 inh 10.8%, GRP78 ERSR act -1.6%, RXFP1 ag -2.7%, Vif-A3G inh -2.0%, TrxR1 substrate 1.6%, Vif-A3F inh -5.6%, LDHA block 1.2, PI4K2A block 2.0 and mIDH1 inhibitor 0.8%.
For COc1cccc(C(=O)Nc2ccccc2N2CCCC2)c1 the results were USP1-UAF1 inh -4.5%, GRP78 ERSR act -1.1%, RXFP1 ag 0.8%, Vif-A3G inh 0.2%, TrxR1 substrate 3.1%, Vif-A3F inh -4.4%, LDHA block -7.5, PI4K2A block 4.6 and mIDH1 inhibitor 0.0%.

New compounds follow
`CCOc1ccc(N=C2C(=O)N(CN3CCOCC3)c3ccccc32)cc1` gave USP1-UAF1 inh -4.1%, GRP78 ERSR act 0.4%, RXFP1 ag -1.2%, Vif-A3G inh 1.9%, TrxR1 substrate 4.6%[57.1 µM], Vif-A3F inh 1.7%, LDHA block 6.9, PI4K2A block 6.7 and mIDH1 inhibitor 3.0%.
For CCCn1c(SCC(=O)N2CC(=O)Nc3ccccc32)nc2ccccc21 the results were USP1-UAF1 inh -5.6%, GRP78 ERSR act -4.8%, RXFP1 ag -0.6%, Vif-A3G inh 0.3%, TrxR1 substrate -3.4%[57.1 µM], Vif-A3F inh 1.8%, LDHA block -10.3, PI4K2A block 0.1 and mIDH1 inhibitor -8.6%.
For CN(C)S(=O)(=O)c1ccc(-n2cccc2)cc1 the results were USP1-UAF1 inh -25.1%, GRP78 ERSR act 5.8%, RXFP1 ag 3.3%, Vif-A3G inh -1.3%, TrxR1 substrate 5.2%, Vif-A3F inh -12.2%, LDHA block -4.3, PI4K2A block -2.2 and mIDH1 inhibitor 9.1%.
Screening CCCN(C(=O)c1cc(CC)c(C)s1)c1c(N)n(Cc2ccccc2)c(=O)[nH]c1=O returned USP1-UAF1 inh -9.9%, GRP78 ERSR act -1.7%, RXFP1 ag 1.6%, Vif-A3G inh -0.1%, TrxR1 substrate -10.3%, Vif-A3F inh 6.9%, LDHA block -11.8, PI4K2A block -12.7 and mIDH1 inhibitor 6.0%.
Screening Cc1cccc(NCc2ccccc2)c1 returned USP1-UAF1 inh -9.8%, GRP78 ERSR act -2.7%, RXFP1 ag -2.8%, Vif-A3G inh 0.3%, TrxR1 substrate 1.1%, Vif-A3F inh 5.8%, LDHA block 0.3, PI4K2A block 6.1 and mIDH1 inhibitor -2.0%.

A portion of the library; count on the stated rates, not on these rows.
